Screening results (PubChem BioAssay)
NPR2 activator: GC-B (human) receptor activation; HEK293-GC-B cells, CNP EC30, cGMP TR-FRET; 0% at EC30 CNP, 100% saturating CNP; activation, % at 10 µM; actives 0.11% (n = 370,000);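 active = activation at 10 µM reaching about 35% in either raw or pattern-adjusted values, limit read from the data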
MBD2 inh: inhibitors of human MBD2 binding to methylated oligonucleotide; inhibition, % at 4.4 µM; actives 0.31% (n = 370,000); Q9UBB5; AID 686964; TR-FRET; in the data active = inhibition above about 13%
TCR-CD3 inh: inhibitors of human TCR-CD3 interaction; actives 0.37% (n = 360,000); TAMRA-labeled TCR probe fluorescence, biochemical; inhibition, % at 9.4 µM; in the data active = inhibition above about 19%;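 also: recombinant mutant TCR 2C K166C tagged with TAMRA read by polarization; 0% = receptor in buffer alone and 100% = receptor with positive control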
PRMT1 FP inh: inhibitors of human PRMT1; Q99873; actives 1.3% (n = 370,000); recombinant PRMT1, activity-based probe fluorescence polarization; inhibition, % at 2.79 µM;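 active = inhibition above about 21% made by adding two undisclosed values, limit read from the data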
Target sequence (Q99873 whole entry, looked up): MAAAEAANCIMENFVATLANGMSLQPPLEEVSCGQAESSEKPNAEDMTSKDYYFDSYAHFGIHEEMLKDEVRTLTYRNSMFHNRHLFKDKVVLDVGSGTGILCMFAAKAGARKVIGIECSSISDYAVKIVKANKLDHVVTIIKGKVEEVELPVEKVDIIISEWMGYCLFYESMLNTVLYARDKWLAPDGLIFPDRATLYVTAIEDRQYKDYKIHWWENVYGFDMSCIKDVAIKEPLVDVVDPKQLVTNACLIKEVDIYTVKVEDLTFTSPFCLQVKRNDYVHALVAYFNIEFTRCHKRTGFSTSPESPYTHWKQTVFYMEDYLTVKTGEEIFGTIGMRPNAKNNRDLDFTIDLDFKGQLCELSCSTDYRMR
rCAG RNA binder: molecules binding r(CAG) RNA repeats; r(CAG) RNA repeat, TO-PRO-1 dye displacement fluorescence; inhibition, % at 3 µM; actives 1.3% (n = 370,000);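 active = inhibition above the plate cutoff, the mean of all test compounds on that plate plus 3 SD, cut at about 35% in these data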;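 also: 0% = DMSO alone and 100% = 100 µM mitoxantrone as full dye displacement; higher means more dye released from RNA so lower well fluorescence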
SIAE inh: human SIAE inhibition, primary screen | Q9HAT2 | inhibition, % at 9.66 µM | actives 0.69% (n = 370,000) | SIAE FP-Rh probe binding, fluorescence polarization;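 active = inhibition above a cutoff: mean of compounds within the control limits plus 3 SD of those, cut at about 17% in these data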;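 also: 0% = plate median of compound wells and 100% = probe without SIAE protein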
mABHD4 FP: ABHD4 (mouse) inhibition, primary FP screen. inhibition, % at 8.92 µM. purified mABHD4, FP-Rh probe fluorescence polarization. Q8VD66. actives 0.54% (n = 370,000);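 active = inhibition exceeding the mean over every tested compound plus 3 SD, cut at about 30% in these data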;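 also: 0% = plate median of compound wells and 100% = S159A mutant with DMSO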
Target sequence (Q8VD66 whole entry, looked up): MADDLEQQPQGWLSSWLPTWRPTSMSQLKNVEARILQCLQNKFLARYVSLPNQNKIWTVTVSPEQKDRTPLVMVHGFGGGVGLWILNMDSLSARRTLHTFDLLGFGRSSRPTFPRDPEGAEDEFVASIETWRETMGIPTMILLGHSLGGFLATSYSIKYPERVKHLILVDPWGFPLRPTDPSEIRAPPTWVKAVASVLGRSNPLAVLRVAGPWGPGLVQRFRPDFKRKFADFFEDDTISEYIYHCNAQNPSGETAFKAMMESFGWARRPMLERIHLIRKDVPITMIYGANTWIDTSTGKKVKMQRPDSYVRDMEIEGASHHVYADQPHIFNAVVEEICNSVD
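Assay system: wild-type mouse ABHD4 protein; compound: single nominal dose of 8.92 µM, 0.89% DMSO final; schedule: 45 min + 60 min at 25 °C; measured by: FP readout, ex 525 nm / em 598 nm; evaluation: % inhibition of FP-Rh probe binding versus controls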
GC-A act: GC-A (human) enzyme activation. P16066. HEK293 GC-A cells, cGMP TR-FRET, EC30 ANP; 0% at EC30 ANP, 100% saturating ANP. activation, % at 10 µM. actives 0.14% (n = 370,000); in the data active = activation above about 40%
UHRF1 binding: UHRF1 methyl-DNA binding inhibition. Q96T88. UHRF1 binding to methylated oligo, TR-FRET. inhibition, % at 4.4 µM. actives 0.75% (n = 370,000). AID 687016; in the data active = inhibition above about 21%;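 also: UHRF1 SRA domain binding a hemimethylated CpG hairpin DNA probe; 0% = median of test compound wells and 100% = reference inhibitor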
HTRA1 inh: blocks human HTRA1 serine peptidase | Q92743 | actives 0.5% (n = 340,000) | AID 504803 | recombinant HTRA1, FP-rhodamine activity-based probe, fluorescence polarization | inhibition, % at 5.96 µM; in the data active = inhibition above about 36%;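 also: 0% = enzyme with DMSO and 100% = wells lacking enzyme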
Starred values were filed as active, the others as inactive; · = no result given. Not all compounds are listed; rates above refer to the full screens.

1	O=C(NC1CC1)c1nc(Cn2cc([N+](=O)[O-])cn2)no1
2	O=C(NC(C(=O)N/N=C/c1ccncc1)c1n[nH]c(=O)c2ccccc12)c1ccccc1 (stereo unspecified)
3	COc1ccccc1C(=O)NCC(=O)OCCCOC(=O)CNC(=O)c1ccccc1OC
4	CN(C)/C=N/c1nc2nccc(-c3ccc(Cl)cc3)n2n1
5	Cc1ccc(OCC(=O)N2CCCC(CO)(CCOc3ccccc3)C2)cc1 (stereo unspecified)
6	CN(C)C(=O)c1ccc(COc2ccccc2Br)o1
7	COc1ccc(NS(=O)(=O)c2cn(C)c(=O)n(C)c2=O)cc1
8	COc1cccc(C2=NOC(C(=O)NCc3ccccc3)C2)c1 (stereo unspecified)
9	O=C(O)c1cc(NCc2ccc3c(c2)OCO3)ccc1N1CCOCC1
10	CC1CN(CC(=O)N2CCc3[nH]c4ccccc4c3C2)CC(C)O1 (stereo unspecified)

assay / entry | 1 | 2 | 3 | 4 | 5 | 6 | 7 | 8 | 9 | 10
NPR2 activator | -2 | 0 | -5 | 4 | -2 | 0 | 1 | -4 | -2 | 1
MBD2 inh | 4 | -4 | 1 | 1 | 4 | -2 | -5 | -2 | -2 | -6
TCR-CD3 inh | 7 | 3 | 12 | 5 | -2 | 7 | -9 | 2 | 4 | 9
PRMT1 FP inh | -3 | -5 | 0 | 1 | 5 | 1 | 5 | -3 | -1 | 3
rCAG RNA binder | 2 | 1 | -7 | 1 | -8 | -2 | 1 | -6 | -1 | -2
SIAE inh | 2 | 6 | -3 | -2 | 2 | 3 | -6 | 4 | 7 | 3
mABHD4 FP | 1 | -3 | 1 | -5 | -3 | 0 | 0 | 1 | 1 | -4
GC-A act | 3 | 4 | 2 | -2 | 1 | 1 | 0 | -2 | 1 | 1
UHRF1 binding | 0 | 0 | 0 | 7 | -1 | -3 | -1 | 1 | 0 | -6
HTRA1 inh | 1 | 5 | -2 | -2 | -7 | 5 | 1 | -12 | 4 | -1

Along the list, quoted from above.
Nos. 3–7 in NPR2 activator: -5, 4, -2, 0, 1
Nos. 3–7 in PRMT1 FP inh: 0, 1, 5, 1, 5
Nos. 3–7 in MBD2 inh: 1, 1, 4, -2, -5

Continuation:
11	CCCCCn1c(Sc2nc3ccccc3s2)nc2c1c(=O)[nH]c(=O)n2C
12	Nc1c(C(=O)Nc2ccc3c(c2)OCCO3)nnn1Cc1ccccc1
13	Oc1c(C=NCc2ccncc2)sc2ccccc12
14	COc1ccc(NC(=O)Nc2ccc3c(c2)C(=O)N([C@H](C)CO)C[C@H](C)[C@H](CN(C)Cc2ccc(C(=O)O)cc2)OCCCC[C@@H](C)O3)cc1
15	COC(=O)c1ccccc1NC(=O)CSc1nc(Nc2ccccc2)nc(N2CCOCC2)n1
16	CC(CCc1ccccc1)NC(=O)COC(=O)C(CCC(N)=O)NC(=O)c1ccc(F)cc1 (stereo unspecified)
17	CC(C)C1(c2ccsc2)NC(=O)NC1=O (stereo unspecified)
18	COc1cccc([C@@H]2CC=C(C(=O)O)[C@H](c3ccccc3)N2S(=O)(=O)c2ccc(C)cc2)c1
19	CC(C)=CCC/C(C)=C/CNC(=O)C[C@H]1C[C@H](C(=O)N(C(C)C)C(C)C)[C@@]2(C)c3[nH]c4cc(-c5ccco5)ccc4c3CCN2C1=O
20	Cc1ccc(/C=N/NC(=O)Cn2ccc(C(F)(F)F)n2)o1

assay / entry | 11 | 12 | 13 | 14 | 15 | 16 | 17 | 18 | 19 | 20
NPR2 activator | -5 | 0 | -3 | 3 | -3 | 1 | 2 | 3 | 2 | 11
MBD2 inh | -4 | 2 | 0 | 5 | 4 | -1 | 2 | -2 | 4 | 1
TCR-CD3 inh | -4 | 2 | -4 | 3 | 8 | -2 | -1 | -1 | -1 | 10
PRMT1 FP inh | -3 | -2 | 63* | -6 | -2 | 3 | -1 | 0 | 16 | 2
rCAG RNA binder | -1 | -1 | 20 | 37* | 4 | -3 | 1 | 43* | 15 | -1
SIAE inh | -4 | 4 | -17 | -2 | -14 | 4 | 2 | -3 | -4 | 3
mABHD4 FP | -5 | -15 | -5 | 4 | -20 | -5 | 1 | 8 | 6 | 2
GC-A act | -25 | 0 | -3 | 2 | 7 | -4 | 1 | 1 | -7 | 1
UHRF1 binding | 0 | -4 | -3 | -1 | -2 | 2 | 1 | 11 | 0 | 4
HTRA1 inh | -15 | 1 | · | 0 | -33 | 0 | -3 | -6 | -26 | 0

21	O=C(Nc1nccs1)c1ccc(COc2ccccc2Br)o1
22	COc1ccccc1NC(=O)Nc1cccc(C(=O)O)c1
23	NC(=O)Cc1nc(-c2ccc([N+](=O)[O-])cc2)cs1
24	CCOc1ccc(-n2c(SCC(=O)Nc3cc(C)c(NC(=O)c4ccccc4)cc3OC)nnc2-c2cccc(Cl)c2)cc1

assay / entry | 21 | 22 | 23 | 24
NPR2 activator | -3 | 0 | -4 | 9
MBD2 inh | 3 | 2 | 3 | 7
TCR-CD3 inh | 8 | 1 | -4 | ·
PRMT1 FP inh | -4 | 1 | 4 | 7
rCAG RNA binder | 6 | 0 | -2 | 13
SIAE inh | -10 | -5 | 6 | -2
mABHD4 FP | -17 | -1 | 4 | -21
GC-A act | 2 | 5 | 5 | -3
UHRF1 binding | -5 | -1 | 1 | -1
HTRA1 inh | -29 | 3 | -2 | ·

An excerpt of these results, with tabs.
no.	smiles	NPR2 activator	MBD2 inh	TCR-CD3 inh	PRMT1 FP inh	rCAG RNA binder	SIAE inh	mABHD4 FP	GC-A act	UHRF1 binding	HTRA1 inh
24	CCOc1ccc(-n2c(SCC(=O)Nc3cc(C)c(NC(=O)c4ccccc4)cc3OC)nnc2-c2cccc(Cl)c2)cc1	9	7	·	7	13	-2	-21	-3	-1	·
19	CC(C)=CCC/C(C)=C/CNC(=O)C[C@H]1C[C@H](C(=O)N(C(C)C)C(C)C)[C@@]2(C)c3[nH]c4cc(-c5ccco5)ccc4c3CCN2C1=O	2	4	-1	16	15	-4	6	-7	0	-26
11	CCCCCn1c(Sc2nc3ccccc3s2)nc2c1c(=O)[nH]c(=O)n2C	-5	-4	-4	-3	-1	-4	-5	-25	0	-15
8	COc1cccc(C2=NOC(C(=O)NCc3ccccc3)C2)c1 (stereo unspecified)	-4	-2	2	-3	-6	4	1	-2	1	-12
9	O=C(O)c1cc(NCc2ccc3c(c2)OCO3)ccc1N1CCOCC1	-2	-2	4	-1	-1	7	1	1	0	4

Some of these compounds in order of molar mass, ascending.
23	NC(=O)Cc1nc(-c2ccc([N+](=O)[O-])cc2)cs1
21	O=C(Nc1nccs1)c1ccc(COc2ccccc2Br)o1
24	CCOc1ccc(-n2c(SCC(=O)Nc3cc(C)c(NC(=O)c4ccccc4)cc3OC)nnc2-c2cccc(Cl)c2)cc1

assay / entry | 23 | 21 | 24
NPR2 activator | -4 | -3 | 9
MBD2 inh | 3 | 3 | 7
TCR-CD3 inh | -4 | 8 | ·
PRMT1 FP inh | 4 | -4 | 7
rCAG RNA binder | -2 | 6 | 13
SIAE inh | 6 | -10 | -2
mABHD4 FP | 4 | -17 | -21
GC-A act | 5 | 2 | -3
UHRF1 binding | 1 | -5 | -1
HTRA1 inh | -2 | -29 | ·
